Screening results (PubChem)
HCMV antiviral – inhibitors of human cytomegalovirus; HFF cells, HCMV-luciferase reporter, 72 h; active compounds read low; activity change, negative = inhibition, % at 57.5 µM; 4.5% of 410,000 active; AID 1259415; in the data active = activity change below about -60%; inconclusive = no clear call, values can overlap the other calls; inactive = above about -39%
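Two compound doses tested in HFFs infected with HCMV-luciferase, MOI 1 PFU/cell, 72 h at 37C. Lysate luminescence read with OneGlo; data normalized against buffer-only and 10uM Salinomycin inhibitor controls.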
AmpC inh detg – blocks E. coli AmpC beta-lactamase in detergent assay; P00811; 0.041% of 370,000 active; Potency, µM (series often up to 114 µM), for inactives: at the highest dose activity change, negative = inhibition, usual class: inhibitors; AmpC hydrolysis of nitrocefin, absorbance 480 nm, 0.01% Triton;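 note: potency is the fitted concentration of half-maximal effect; 0% = no-compound wells and -100% = no-enzyme wells; nearly all actives have a fitted effect of over 25% in size; some results filed as inactive show a strong effect at the top dose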
Target sequence (P00811 whole entry, looked up): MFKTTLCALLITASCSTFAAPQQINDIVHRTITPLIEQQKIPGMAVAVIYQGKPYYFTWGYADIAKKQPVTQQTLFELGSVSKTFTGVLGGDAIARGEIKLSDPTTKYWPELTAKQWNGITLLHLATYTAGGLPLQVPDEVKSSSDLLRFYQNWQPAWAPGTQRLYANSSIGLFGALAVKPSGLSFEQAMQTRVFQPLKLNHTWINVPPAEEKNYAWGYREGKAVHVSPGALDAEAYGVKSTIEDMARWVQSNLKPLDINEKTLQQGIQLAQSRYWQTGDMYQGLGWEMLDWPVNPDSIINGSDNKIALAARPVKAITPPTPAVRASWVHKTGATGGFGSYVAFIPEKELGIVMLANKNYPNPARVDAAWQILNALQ
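20 mM phosphate pH 7.0 + 0.01% (detergent screen) or 0.0001% Triton X-100; 5.3 nM AmpC reagent; cpd preinc 15 min RT; nitrocefin (800 uM stock) to start; A480 q20 s × 4 min; Activity was normalised to no-enzyme and no-compound control wells.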
HCV inh – blocks hepatitis C virus | Huh7.5.1 HCVcc-Cre infection, luciferase reporter, 44 h | Potency, µM (doses to about 41.8 µM), for inactives: at the highest dose activity change, negative = inhibition, usual class: inhibitors | 3.4% of 340,000 active | AID 651820; note: potency is the fitted concentration of half-maximal effect
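Seed cells (1,000/well) for 4 h; treat with compound and infect with HCVcc-Cre, moi about 0.5. Incubate 44 h, then detect luciferase activity.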
AMA1 RON2 block – AMA1-RON2 (P. falciparum) interaction inhibition | AlphaScreen AMA1-biotinylated RON2 peptide binding | Potency, µM (top dose mostly 58.2 µM), for inactives: top-dose activity change, negative = inhibition, usual class: inhibitors | AID 720542 | 0.2% of 360,000 active;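 note: potency is the fitted concentration of half-maximal effect; 0% = vehicle wells and -100% = peptide control; nearly all actives have a fitted effect of over 45% in size; some results filed as inactive show a strong effect at the top dose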
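AMA1 (3D7) with his tag at 25 nM final met compounds first, then biotinylated RON2 peptide at 25 nM; detection used donor plus acceptor beads, 10 µg/mL apiece, read by AlphaScreen after 30 min at room temperature.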
Giardia FBPA inh – blocks Giardia fructose-bisphosphate aldolase activity; A8B2U2; purified Giardia FBPA; Potency, µM (series often up to 59.6 µM), without a hit: top-dose activity, negative = inhibition, usual class: inhibitors; 0.71% of 290,000 active; note: potency is the fitted concentration of half-maximal effect; nearly all actives have a fitted effect of over 55% in size
Target sequence (A8B2U2 whole entry, looked up): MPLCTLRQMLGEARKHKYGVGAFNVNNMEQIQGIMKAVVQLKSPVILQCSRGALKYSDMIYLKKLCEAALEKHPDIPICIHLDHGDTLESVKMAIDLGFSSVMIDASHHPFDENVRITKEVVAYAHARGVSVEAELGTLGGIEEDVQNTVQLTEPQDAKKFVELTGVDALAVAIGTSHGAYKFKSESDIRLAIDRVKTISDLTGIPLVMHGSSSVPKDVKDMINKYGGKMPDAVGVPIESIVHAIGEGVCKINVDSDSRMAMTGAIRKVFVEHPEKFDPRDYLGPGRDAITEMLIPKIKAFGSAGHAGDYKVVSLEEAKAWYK
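40 nM FBPA preincubated 10 min at RT with compound (up to 57.5 uM final), then substrate plus GAPDH/TPI/NAD/arsenate coupling and diaphorase/resazurin added. Fluorescence read after 20 min at RT, 525/598 nm.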
Sm TGR block – blocks Schistosoma mansoni thioredoxin glutathione reductase | Q962Y6 | purified TGR, DTNB reduction, TNB absorbance 405 nm | Potency, µM (doses to about 114 µM), without a hit: at the highest dose activity change, negative = inhibition, most hits filed as inhibitors | 3% of 360,000 active | AID 485364; note: potency is the fitted concentration of half-maximal effect; nearly all actives have a fitted effect of over 60% in size
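Kinetic colorimetric format: TGR-catalysed, NADPH-driven DTNB reduction monitored via TNB absorbance. Enzyme dispensed at 20 nM; compound exposure 15 min at room temperature before reaction start.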
* marks the source's active call; other numbers are inactive results; u = inconclusive; x = not tested or not shown; & = joins results of further samples; [ ] = another dose, or the depositor's remark. Unless noted, calls come from the whole dose curve; as a rule, active = well fitted curve in the direction sought with a large enough effect; inconclusive = small, poorly fitted or top-dose-only effect, or another doubt; inactive = no such curve, though single readings can be large; an effect the other way counts as inactive or inconclusive. Unless noted, % is set by controls: 0 for no effect and ±100 for the full control effect.

SMILES	HCMV antiviral	AmpC inh detg	HCV inh	AMA1 RON2 block	Giardia FBPA inh	Sm TGR block
OCCC1CN(Cc2ccccn2)CCN1C1CCCC1 (configuration not stated)	u	-8%	10%	21%	-5%	-15%
COc1cccc(Cn2cnc3c(NS(=O)(=O)c4ccc(Cl)cc4Cl)c(C)c(C)cc32)c1	-17	u	u	-2%	6%	-9%
N#Cc1nc(-c2ccccc2F)oc1N1CCCCC1	-7	-19%	u	-5%	0%	63%[activator]
CCOc1ccccc1N1CC(C(=O)Nc2nccs2)CC1=O (configuration not stated)	-24	u	3%	-7%	0%	-26%
CS(=O)(=O)N1CCN(c2ccc(NC(=O)c3ccccc3)cc2)CC1	108	-11%	3%	2%	5%	-3%
CCOc1ccc(N2C(=O)c3ccccc3C2O)cc1 (configuration not stated)	80	-7%	-2%	7%	4%	-9%
C=CCn1c(=S)[nH]c2cc(C(=O)NCCc3ccc(S(N)(=O)=O)cc3)ccc2c1=O	-1	-4%	5%	45%[activator]	x	-2%
OCCNCCOc1ccc(Cl)c(Cl)c1	u	3%	-15%	-9%	7%	6%
COc1ccc(S(=O)(=O)N(Cc2cccs2)C2CCCC2)cc1	-4	2%	u	36%[activator]	2%	-4%
FC(F)Oc1ccc(/C=N/n2c(Cc3ccc(Br)cc3)n[nH]c2=S)cc1	-28	u	-6%	118%[activator]	20%	-2%
CC(=O)N1CCN(c2nc3cc4c(cc3nc2NS(=O)(=O)c2ccccc2)OCCO4)CC1	61	7%	15%	0%	-1%	-33%
O=c1cc(/C=C/c2cccs2)[nH]c2ccccc12	-85*	1%	u	-7%	-12%	-13%
O=C(c1ccccc1F)N1CCC(N2CCCCCC2)CC1	25	6%	16%	-21%	1%	-11%
CCOC(=O)C(C)Sc1nnc(NC(=O)c2cccc([N+](=O)[O-])c2C)s1 (configuration not stated)	-26	4%	1%	-2%[2.32 µM]	-9%	3%
CCCn1cc(S(=O)(=O)CC(=O)Nc2ccc(OCC)cc2)c2ccccc21	20	-5%	u	-3%	-17%	-18%
O=C(CCS(=O)(=O)c1ccccc1)N(Cc1cccnc1)c1nc2ccc(Cl)cc2s1	-37	3%	x	x	x	1.1µM*
Cn1nnnc1SCC(=O)NC(=O)Cc1ccccc1	-10	-10%	10%	-10%	5%	u
Cc1csc(SCC(=O)NC(=O)NC(C)C)n1	u	u	17%	-16%	6%	7%
COc1ccc(CCOC2OC(CO)C(OC(=O)/C=C/c3ccc(O)c(OC)c3)C(O[C@H]3O[C@@H](C)[C@H](O)[C@@H](O)[C@H]3O)C2O)cc1O (some centres not stated)	-9	x	-2%	9%	x	x
CN(Cc1cnn(C)c1)C(=O)C1CCCCC1C(=O)O (configuration not stated)	1	5%	12%	1%	1%	u
CCNc1nc(NCC)n2c(SCC(=O)N3CC4(C)CC3CC(C)(C)C4)nnc2n1 (configuration not stated)	-28	6%	4%	-6%	5%	-12%
Clc1ccc(-c2csc(N3CCC(c4ccccc4)C3)n2)cc1 (configuration not stated)	53	-12%	-3%	14%	0%	18%
CCn1c(SCC(=O)N2CCCc3ccccc32)nc2ccccc2c1=O	u	-18%	5µM*	-4%	0%	7%
CC(C)NC(=S)N/N=C/c1c[nH]c2ccccc12	u	u	-6%	47%[activator]	3%	-18%
N#CC1(NC(=O)COC(=O)Cn2[nH]c(=O)c3ccccc3c2=O)CCCCC1	-32	-20%	3%	3%	x	6%

3 structures out of the list, ordered by SMILES length, ascending.
SMILES	HCMV antiviral	AmpC inh detg	HCV inh	AMA1 RON2 block	Giardia FBPA inh	Sm TGR block
N#Cc1nc(-c2ccccc2F)oc1N1CCCCC1	-7	-19%	u	-5%	0%	63%[activator]
CCn1c(SCC(=O)N2CCCc3ccccc32)nc2ccccc2c1=O	u	-18%	5µM*	-4%	0%	7%
C=CCn1c(=S)[nH]c2cc(C(=O)NCCc3ccc(S(N)(=O)=O)cc3)ccc2c1=O	-1	-4%	5%	45%[activator]	x	-2%

Back to the main list, repeating the 4 entries before the break.
SMILES	HCMV antiviral	AmpC inh detg	HCV inh	AMA1 RON2 block	Giardia FBPA inh	Sm TGR block
Clc1ccc(-c2csc(N3CCC(c4ccccc4)C3)n2)cc1 (configuration not stated)	53	-12%	-3%	14%	0%	18%
CCn1c(SCC(=O)N2CCCc3ccccc32)nc2ccccc2c1=O	u	-18%	5µM*	-4%	0%	7%
CC(C)NC(=S)N/N=C/c1c[nH]c2ccccc12	u	u	-6%	47%[activator]	3%	-18%
N#CC1(NC(=O)COC(=O)Cn2[nH]c(=O)c3ccccc3c2=O)CCCCC1	-32	-20%	3%	3%	x	6%
CN(Cc1ccc(F)cc1)S(=O)(=O)c1nnc(NC(=O)c2ccccc2)s1	-36&0	3%&0%	4%	-4%	u	2%&5%
O=C(NCC1CCCO1)/C(=C\c1ccccc1F)NC(=O)c1ccccc1 (configuration not stated)	56	-2%	-1%	-5%	-1%	-2%
Cc1cccc(C)c1-n1c(C)cc(/C=N/NC(N)=S)c1C	17	-10%	-9%	3%	-10%	1%
Cc1cc(C)n(-c2nc3c(c(=O)[nH]c(=O)n3C)n2C(C)C)n1	30	9%	18%	3%	-6%	7%
CN(CC(=O)Nc1sccc1C#N)C1CCCCC1	56	-3%	1%	50%[activator]	-10%	-28%
O=C(O)/C=C/C(=O)N1CCN(Cc2ccc3c(c2)OCO3)CC1	-30	0%	25%	-17%	3%	-17%
CCN1C(=O)[C@H]2[C@@H](c3ccc(Cl)cc3)N3C(=O)CN(CCOC)C(=O)[C@@]3(C)[C@H]2C1=O	23	-16%	6%	7%	-15%	-22%
Cc1ccc(CNC(=O)CCCCCn2c(=O)c3sccc3n(CC(=O)C(C)(C)C)c2=O)cc1	-14	1%	x	x	x	10%
COc1ccccc1C(=O)Oc1c(Sc2ccccc2)c(C)nn1C(C)(C)C	27	15%	x	x	x	5%
Cc1cccc(C(=O)N(c2ccccn2)C(C)c2ccco2)c1 (configuration not stated)	31	u	8%	-4%	1%	-17%
Cc1ccc(OCC(=O)Nc2ccc3nc(SCC(N)=O)sc3c2)cc1	-14	1%	x	x	x	-6%
Cc1cc(C)c(NC(=O)C(C)n2c(=O)c(C(F)(F)F)nc3ccccc32)c(C)c1 (configuration not stated)	-12	3%	x	x	x	0%
CC(C)CNC(=O)C(=O)NN=C1CCCCCC1	u	u	11%	25%	-2%	-17%
Cc1ccc(N2CC(NS(=O)(=O)c3cc(F)ccc3F)CC2=O)cc1C (configuration not stated)	-1	-19%	16%	-12%	x	-6%
CCOC(=O)N1CCC(NC(=O)CN(C)S(=O)(=O)c2cc3c(cc2Cl)NC(=O)CO3)CC1	-8	-6%	1%	8%	3%	-14%
CC1=C(C(=O)Nc2ccccc2C(=O)N2CCC(C)CC2)SCCO1	-3	-1%	-11%	12%	x	4%
O=C1Nc2ccccc2C(O)(C(=O)N2CCCCC2)N1c1ccccc1 (configuration not stated)	-9	-11%	20%	24%	2%	0%
Cc1ccc(Cc2cnc(NC(=O)/C(C#N)=C/c3ccc(-c4ccc([N+](=O)[O-])cc4)o3)s2)cc1	u	-1%	12%	-3%	1%	2%
COc1cc(C=O)ccc1OCC(=O)NC(C)(C)C	-30	0%	15%	12%	4%	x
Cc1cc(OCn2ccc(C(=O)O)n2)ccc1Cl	33	1%	18%	-12%	7%	-1%
Cc1cccc(NC(=O)c2nc[nH]c2C(=O)N[C@@H](CC(C)C)C(=O)OC(C)(C)C)c1	10	0%	6%[8.37 µM]	124%[activator]	u	4%
COc1cccc2[nH]c(C(=O)NCCc3ccccc3)cc12	85	0%	u	-12%	14%	-12%
CC(C)OC(=O)CC1C(=O)NCCN1C(=S)NC(=O)c1cccs1 (configuration not stated)	-30	6%	6%	60%[activator]	5.6µM*	-30%
O=C(Cc1ccc(Cl)cc1)Nc1cccc(C(=O)Nc2ccccc2C(=O)O)c1	36	-6%	7%	13%	-9%	-9%
CCSC1=C(C#N)C2(CCCCC2)C(C#N)C(=O)N1 (configuration not stated)	-22	-15%	11%	2%	1%	0%
(cont.)
SMILES	HCMV antiviral	AmpC inh detg	HCV inh	AMA1 RON2 block	Giardia FBPA inh	Sm TGR block
CC(OC(=O)c1ccco1)C(=O)Nc1nc(-c2ccccc2)cs1 (configuration not stated)	57	x	u	-5%	x	x
COc1ccc(N(CC(=O)NC2CCCC2)C(=O)CCC(=O)Nc2nc(C)cs2)cc1OC	57	u	0%	-12%	-10%	-13%
Cc1ccc(C(=O)C(C)OC(=O)CN2C(=O)NC3(CCCC3)C2=O)cc1C (configuration not stated)	-8	-9%	-14%	-7%	x	-1%
Fc1ccc(CN(Cc2ccccc2)C(c2cccs2)c2nnnn2C2CCCCC2)cc1 (configuration not stated)	-77*	u	u	-22%	-1%	-6%
CCSc1ncc(Cl)c(C(=O)Nc2nc3ccc(Cl)cc3s2)n1	u	2%	x	x	x	3%
Cc1nn(C(=O)c2nn(C)cc2Cl)c(C)c1Br	23	0%	5%	13%	-3%	-8%
Cc1cc(C)c(O)c(-c2cc(C(=O)NCCc3ccc(S(N)(=O)=O)cc3)[nH]n2)c1	u	1%	-12%	48%[activator]	0%	-4%
CC(=O)SC(C)CC(=O)NCc1ccccc1 (configuration not stated)	-34	2%	5%	1%	0%	-11%
COc1cc(OC)cc(C(=O)Nc2cccc(NC(C)=O)c2)c1	-16	u	-2%	-4%	-26%	-1%
O=C1CCCC(=O)C1C1c2ccccc2CCN1C(=O)CCl (configuration not stated)	6	-7%	15%	-20%	-6%	45µM*
CCOc1ccc(NC(=O)Cn2c(=O)n(CCc3ccccc3)c(=O)c3c4c(sc32)CCCC4)cc1	-11	4%	x	x	x	-1%
O=C(CCn1nc(-c2ccccc2)c2ccccc2c1=O)Nc1ccccc1	-23	27%	x	x	x	1%
CCCCN(C(=O)CSc1nnc(Nc2ccc(C)c(C)c2)s1)c1c(N)n(Cc2ccccc2)c(=O)[nH]c1=O	29	-7%	10µM*	-7%	0%	-10%
Cc1cccc(NS(=O)(=O)c2ccc3c(c2)[C@H]2C=CC[C@H]2[C@@H](c2ccc(F)cc2)N3)c1	5	1%	x	x	x	-4%
O=C(O)CC/C(=C\c1ccc2c(c1)OCO2)c1nc2ccccc2s1	-27	0%	13%	13%	-7%	-12%
Cc1ccc(CNC(=O)C2CCCN2C(=O)Nc2ccc(C)cc2)cc1 (configuration not stated)	-7	2%	8%	-6%	6%	2%
Cc1ccccc1N1C(=O)CC(Nc2ccc3c(c2)OCO3)C1=O (configuration not stated)	-3	7%	-5%	-12%	-21%	u
O=C(CN1C(=O)NC2(CCCC2)C1=O)N1CCc2ccccc2C1	-8	4%	6%	-6%	2%	-4%
Cc1cccc(NC(=O)CNC(=O)CCc2nc3sc4c(c3c(=O)[nH]2)CCCC4)c1C	-9	u	-25%	-13%	x	-6%
COC1=CC2(O)CCCC2=CC1=O (configuration not stated)	10	-8%	-7%	4%	-9%	-27%
COc1cc(NC(=O)C/C(C)=N/NC(=O)C(=O)NC2CCCCC2)c(OC)cc1Cl	-19	u	-2%	66%[activator]	-16%	-1%
CN(CC1CCCN(CCc2ccc(Cl)cc2)C1)C(=O)c1ccc2nc[nH]c2c1 (configuration not stated)	-6	0%	u	-4%	x	-13%
O=S(=O)(c1ccccc1)N1CCc2ccccc2C1	10	u	5%	6%	0%	-22%
